# hgDAF12 agonist: agonists of H. glycines DAF-12 nuclear receptor. HEK293 GAL4-hgDAF12 UAS-luciferase reporter, agonist luminescence; normalized to butyrate control. activation, % at 6.8 µM. actives 1.8% (n = 370,000). AID 687014;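 active means activation above a cutoff set at the mean of all screened compounds plus 3 SD, cut at about 10% in these data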;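 further: 0% = DMSO wells and 100% = sodium butyrate wells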
# hcDAF-12 act: activates DAF-12 receptor from parasite H. contortus; HEK293 hcDAF-12 lit1-tk-luc reporter, luminescence; 0% DMSO, 100% Δ7-dafachronic acid; actives 1.4% (n = 370,000); activation, % at 6.8 µM;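 active means activation above the mean of all tested compounds plus 3 SD, cut at about 5.5% in these data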;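 further: 100% = response to 3 µM Δ7-dafachronic acid high control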
# GC-A act: GC-A (human) enzyme activation; actives 0.14% (n = 370,000); P16066; HEK293 GC-A cells, cGMP TR-FRET, EC30 ANP; 0% at EC30 ANP, 100% saturating ANP; activation, % at 10 µM; in the data active means activation above about 40%
# SMARCA2 activ: SMARCA2 function activation, primary screen; actives 1% (n = 370,000); activation, % at 9.1 µM; MG213 cells, MMTV-luciferase reporter, dexamethasone, overnight; in the data active means activation above about 7.8%;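 further: 0% = vehicle wells and 100% = reference activator wells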
# DAX1 inh-1: blocks DAX1 repression of SF-1 activated StAR promoter; actives 1.1% (n = 370,000); inhibition, % at 6.8 µM; HEK293T StAR-luciferase reporter, SF-1/DAX-1 repression relief; AID 652010;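 active means inhibition above the mean over all tested compounds plus 3 SD, cut at about 3.6% in these data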;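 further: 0% = DAX-1 cells with DMSO and 100% = cells lacking DAX-1 with DMSO; higher inhibition means more luminescence from relief of DAX-1 repression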
# GC-B act: GC-B (human) receptor activation. P20594. HEK293-GC-B cells, CNP EC30, cGMP TR-FRET; 0% at EC30 CNP, 100% saturating CNP. activation, % at 10 µM. actives 0.11% (n = 370,000). AID 1920062;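 active means activation at 10 µM reaching about 35% in either raw or pattern-adjusted values, limit read from the data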
# Target sequence (P20594 whole entry, looked up): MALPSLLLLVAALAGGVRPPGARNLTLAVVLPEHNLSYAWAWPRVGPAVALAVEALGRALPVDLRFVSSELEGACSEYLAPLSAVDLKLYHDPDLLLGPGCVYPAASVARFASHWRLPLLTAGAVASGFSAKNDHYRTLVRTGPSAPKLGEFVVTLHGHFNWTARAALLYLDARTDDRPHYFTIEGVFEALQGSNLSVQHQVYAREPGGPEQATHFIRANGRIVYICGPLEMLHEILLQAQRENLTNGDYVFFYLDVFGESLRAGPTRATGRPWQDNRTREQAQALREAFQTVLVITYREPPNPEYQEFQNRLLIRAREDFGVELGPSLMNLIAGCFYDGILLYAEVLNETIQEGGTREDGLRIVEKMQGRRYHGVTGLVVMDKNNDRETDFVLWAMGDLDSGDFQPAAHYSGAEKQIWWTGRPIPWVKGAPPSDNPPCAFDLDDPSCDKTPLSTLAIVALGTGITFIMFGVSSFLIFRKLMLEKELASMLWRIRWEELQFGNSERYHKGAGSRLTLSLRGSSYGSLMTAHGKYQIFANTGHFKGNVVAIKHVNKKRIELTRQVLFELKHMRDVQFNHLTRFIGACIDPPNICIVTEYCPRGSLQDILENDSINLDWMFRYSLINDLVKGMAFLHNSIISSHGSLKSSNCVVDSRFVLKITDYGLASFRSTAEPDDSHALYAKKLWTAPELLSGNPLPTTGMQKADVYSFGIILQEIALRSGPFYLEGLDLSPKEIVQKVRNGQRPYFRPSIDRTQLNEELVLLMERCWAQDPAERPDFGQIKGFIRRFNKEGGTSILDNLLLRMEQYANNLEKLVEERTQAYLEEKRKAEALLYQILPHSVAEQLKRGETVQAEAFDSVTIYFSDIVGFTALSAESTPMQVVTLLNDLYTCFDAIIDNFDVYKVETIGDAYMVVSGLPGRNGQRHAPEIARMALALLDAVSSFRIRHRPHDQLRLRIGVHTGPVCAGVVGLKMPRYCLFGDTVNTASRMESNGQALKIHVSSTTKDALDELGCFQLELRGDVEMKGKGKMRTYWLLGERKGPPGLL
# DAX1 inh-2: inhibitors of human orphan nuclear receptor DAX1 (NR0B1); P51843; HEK293 Gal4-DAX1 luciferase reporter, luminescence; inhibition, % at 6.75 µM; actives 0.99% (n = 340,000); AID 504766;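 active means inhibition above the mean over all tested compounds plus 3 SD, cut at about 4.2% in these data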;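 further: 0% = DAX1-transfected cells with DMSO and 100% = empty-vector control cells with DMSO; inhibition shows as a rise in luminescence from relieved DAX1 repression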
# sPLA2-III inh: Inhibits HGIII-sPLA2 liposome hydrolysis, primary screen | actives 0.56% (n = 370,000) | AID 743126 | QFRET BODIPY PC-A2 liposome hydrolysis, fluorescence | Q9NZ20 | inhibition, % at 12.2 µM;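 active means inhibition above mean plus 3 SD of compounds lying within the high and low control bounds, cut at about 19% in these data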;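 further: 0% = median of test compound wells and 100% = no enzyme DMSO wells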
# ssDAF12 agonist: S. stercoralis DAF-12 activation, primary screen | HEK293 ssDAF-12/GRIP1 lit1-tk-luc reporter, luminescence; % of 3 µM dafachronic acid response | activation, % at 6.8 µM | actives 1% (n = 370,000);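 active means activation above the mean over all tested compounds plus 3 SD, cut at about 0.9% in these data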;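 further: 0% = DMSO-only wells and 100% = 3 µM delta7-dafachronic acid wells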
# GAA850 FXN act: increases GAA850 frataxin promoter reporter activity. AID 540364. activation, % at 6 µM. actives 0.56% (n = 360,000). HEK293 lucGAA850 FXN promoter luciferase reporter, 24 h; percent of 10 µM SAHA response;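 active means activation above the average of all compounds screened plus 3 SD, cutoff fixed separately per campaign, cut at about 7.5% in these data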;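 further: 0% = DMSO wells and 100% = 10 µM SAHA wells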
# ADAM10 inh: inhibitors of human ADAM10. O14672. recombinant ADAM10, EDANS/DABCYL FRET peptide cleavage, 3 h. inhibition, % at 7 µM. actives 0.62% (n = 370,000). AID 720582;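 active means inhibition above a per-campaign cutoff equal to the mean of compounds falling between control-based bounds plus 3 SD, cut at about 20% in these data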;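 further: 0% = DMSO wells while the 100% control is not disclosed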
# Active calls of the source: *; . = no result given; & = joins results of further samples. The order is random; any-hit rate near 6.6%.
SMILES,hgDAF12 agonist,hcDAF-12 act,GC-A act,SMARCA2 activ,DAX1 inh-1,GC-B act,DAX1 inh-2,sPLA2-III inh,ssDAF12 agonist,GAA850 FXN act,ADAM10 inh
CN1CCc2c(sc3nc(SCC(N)=O)n(-c4ccccc4)c(=O)c23)C1,1.9,-0.1,-2,0,-0.4,-6,-0.2,-3,-1.0,-1.4,-89
Cc1cccc(NC(=O)CSc2ccc(-c3cccs3)nn2)c1C,5.6,1.2,-3,3,-0.9,0,-0.8,-4,-0.9,1.6,-1
COc1cc(/C=C2/SC(=S)N(Cc3ccccc3)C2=O)cc(OC)c1O,-1.8,-3.2,4,5,-0.3,-6,-0.1,-19,-0.7,-0.8,21*
COc1cc(CCC(=O)OCC(=O)N(CCC#N)c2ccccc2)cc(OC)c1OC,2.4,-2.5,0,-3,0.1,2,2.4,7,-1.8,1.0,-6
COc1ccccc1NC(=O)Cc1noc(CSc2cc(C)c3ccccc3n2)n1,-3.1,-1.9,1,-3,-0.3,-9,-0.3,-36,-1.4,1.3,9
O=C(Nc1ccc(Br)cc1)C1CCCC1,0.5,-1.6,-3,0,-0.3,-9,-1.7,4,-1.4,-0.6,-4
O=C(Nc1ccc(Cl)c(Cl)c1)N1CCCCCC1,6.8,0.3,-6,4,5.3*,-5,0.6,8,-0.4,3.6,-14
COc1ccc(OC)c(CN2C(=O)CN(S(C)(=O)=O)CC2(C)C(=O)Nc2c(C)cccc2C)c1 (stereo not given),0.3,-0.1,2,-2,-0.9,-1,.,-2,-0.5,.,-19
CCOC(=O)CCC(=O)Nc1ncnc2c1C(c1ccccc1)c1c(ccc3ccccc13)O2 (stereo not given),-2.6,-2.9,-13,-1,-1.1,-19,0.7,-8,-1.3,-2.3,2
Cc1ccnc(NS(=O)(=O)c2ccc(NC(=O)c3cncc(Br)c3)cc2)n1,-0.8,-1.1,5,-1,0.5,-1,-1.6,-9,-1.6,0.4,0
CCC(CC)C(=O)Nc1cccc(C(=O)NCCc2ccccc2)c1,7.9,1.7,0,-2,1.4,-1,0.9,-1,-1.4,0.8,-7
CC1(C)CC(=O)C2=C(C1)N(c1ncn[nH]1)C(N)=C(C#N)C2c1ccccc1 (stereo not given),3.5,1.4,0,-1,-0.1,3,0.2,-10,-0.9,-1.1,-13
CSc1ncccc1C(=O)NCC12CC3CC(CC(C3)C1)C2,-2.3,-0.8,2,3,-0.2,-2,-1.0,-4,-0.3,3.1,-2
O=C(O)C1CSC(c2ccco2)N1 (stereo not given),7.3,0.5,-10,0,-0.1,1,-0.3,-5,-0.2,2.1,-8
Cc1cccc(NC(=O)CCN2CCN(C)CC2)c1,-0.8,-0.1,2,-2,0.3,2,-0.6,5,-1.1,0.2,2
Fc1cccc(NC(=S)NC2CCCCCCC2)c1,2.5,0.6,3,-1,0.8,-3,0.1,-2,-1.3,3.4,0
O=C(Cn1ccc(NC(=O)OCc2ccccc2)nc1=O)NCCCN1CCCC1=O,2.1,-2.3,-2,-1,0.3,-3,-0.1,5,-1.5,-1.1,1
Cc1ccnc(N=O)c1,7.8,0.1,-1,5,1.2,-1,0.9,2,-0.6,-0.4,-42
Cc1nc2cc(C(=O)OCC(=O)NC3CCS(=O)(=O)C3)ccc2n1-c1ccccc1 (stereo not given),3.3,-1.5,0,-2,-0.4,-5,0.4,3,-0.9,-0.2,-13
CC1(C)C(=Cc2ccccc2)C(=O)c2ccccc21,6.6,1.2,-4,1,1.2,-6,1.6,-5,-0.5,4.5,0

# 5 compounds from above, showing only ssDAF12 agonist, DAX1 inh-2 and hgDAF12 agonist:
compound | ssDAF12 agonist | DAX1 inh-2 | hgDAF12 agonist
CC1(C)CC(=O)C2=C(C1)N(c1ncn[nH]1)C(N)=C(C#N)C2c1ccccc1 (stereo not given) | -0.9 | 0.2 | 3.5
CSc1ncccc1C(=O)NCC12CC3CC(CC(C3)C1)C2 | -0.3 | -1.0 | -2.3
O=C(O)C1CSC(c2ccco2)N1 (stereo not given) | -0.2 | -0.3 | 7.3
Cc1cccc(NC(=O)CCN2CCN(C)CC2)c1 | -1.1 | -0.6 | -0.8
Fc1cccc(NC(=S)NC2CCCCCCC2)c1 | -1.3 | 0.1 | 2.5

# Additional records:
SMILES,hgDAF12 agonist,hcDAF-12 act,GC-A act,SMARCA2 activ,DAX1 inh-1,GC-B act,DAX1 inh-2,sPLA2-III inh,ssDAF12 agonist,GAA850 FXN act,ADAM10 inh
COc1ccc(C)cc1S(=O)(=O)N(CC(=O)O)c1ccc(F)cc1,0.2,-1.2,1,-1,0.8,1,-0.5,4,-1.4,0.3,3
CN(C)c1cccc(CNC(=O)c2ccc3nc([C@H]4C[C@H](O)[C@@H](CO)O4)[nH]c3c2)c1,1.0,0.9,0,0,-0.7,-2,.,18,-0.9,0.9,-12
O=C(NCC(=O)N1CCN(c2ccccc2)CC1)c1ccc(Cl)cc1,-2.9,-1.6,5,-2,0.2,0,4.9*,10,-1.2,2.2,-5
C=CCSc1nc(N)c2c3c(sc2n1)CN(C)CC3,0.3,1.9,15,3,0.2,1,0.4,-7,-1.1,3.5,-118
O=C(O)c1ccc(Oc2ccc(C(F)(F)F)cn2)cc1,0.3,0.7,-1,-4,-0.4,5,1.2,2,-1.1,0.5,-2
CCOC(=O)C1CCC(C(=O)OCC)N1c1ccc(C=O)cc1 (stereo not given),-3.9,0.2,0,3,-0.5,0,-0.2,-5,-1.3,0.6,-24
CCCCSc1cc(=O)[nH]c(N)n1,2.3,-1.4,1,-2,0.3,-9,2.9,0,-0.8,0.0,-3
O=C(CNC(=S)N(Cc1ccccc1F)C1CCCCC1)NC1CC1,-1.3,-2.1,-6,-2,0.7,-6,0.1,5,-1.3,-1.4,1
COC(=O)c1ccc2nc(Nc3nc4c(F)cc(F)cc4s3)sc2c1,-16,-5.9,8,-7,-2.8,1,-4.9,2,-2.3,-10,-98
CCOC(=O)c1ccc(NC(=O)CSc2ccc(-c3ccccn3)nn2)cc1,-0.6,-0.8,2,-2,-0.4,3,0.8,5,-0.6,-1.3,-3
CCOc1ccc(NC(=O)CN(C)C(=O)c2cccc(S(=O)(=O)N3CCCC3)c2)cc1OCC,0.5,0.2,-3,2,0.2,0,1.4,-1,-1.4,1.5,-13
CCc1nccn1S(=O)(=O)c1ccc(OC)c(C)c1C,0.0,2.7,1,1,0.6,3,-1.1,11,-1.3,-2.3,0
COC(=O)c1nn(-c2ccccc2)c(Cl)c1/C=N/O,-0.3,-0.7,-3,-6,-1.0,-2,2.0,-3,-1.7,1.8,5
COC(=O)c1ccc(S(=O)(=O)N(C2CCCCC2)C2CCCCC2)n1C,0.2,3.1,-1,-4,0.8,-1,0.1,4,-1.6,1.6,-5
CC(=O)Nc1ccc(NC(=O)Cn2cc3c(n2)CCCC3)cc1,0.2,-1.8,4,-2,-0.6,8,-0.3,4,-1.1,0.1,5
CCC(C)NC(=O)C1CC(=O)N(CCc2ccc(F)cc2)C1 (stereo not given),-0.6,-2.5,-5,2,-0.1,1,-0.1,0,-1.3,0.4,6
CCOc1ccc(CCNC(=O)COC(=O)Cc2ccc(OC)c(OC)c2)cc1OCC,1.1,-0.6,-2,0,2.0,0,-0.6,10,-1.1,2.0,-9
NC1=NC(c2ccc(Br)cc2)n2c(nc3ccccc32)N1 (stereo not given),0.4&-0.3,1.6&-1.4,-2&0,-1&3,-0.7&0.0,-4&-8,1.8&0.8,-3&0,-0.8&-1.6,0.0&1.6,-9&4
COc1c(CC=C(C)C)cc(C2CC(=O)c3c(O)cc(O)cc3O2)cc1CC=C(C)C (stereo not given),3.7,2.1,-1,2,0.3,5,1.5,-18,-1.4,4.5,-6
COc1ccc(C2CC(=O)Oc3c(C(CCN4CCCCC4)c4ccc(N(C)C)cc4)c(OC)cc(OC)c32)cc1 (stereo not given),0.9,-1.3,0,1,-0.2,-12,0.0,-2,-1.6,-0.5,2

# An excerpt from above in order of the ADAM10 inh value, low to high:
smiles	hcDAF-12 act	GC-A act	SMARCA2 activ	DAX1 inh-1	GC-B act	DAX1 inh-2	sPLA2-III inh	ssDAF12 agonist	ADAM10 inh
C=CCSc1nc(N)c2c3c(sc2n1)CN(C)CC3	1.9	15	3	0.2	1	0.4	-7	-1.1	-118
CCOC(=O)C1CCC(C(=O)OCC)N1c1ccc(C=O)cc1 (stereo not given)	0.2	0	3	-0.5	0	-0.2	-5	-1.3	-24
CC(=O)Nc1ccc(NC(=O)Cn2cc3c(n2)CCCC3)cc1	-1.8	4	-2	-0.6	8	-0.3	4	-1.1	5

# Next structures follow.
SMILES,hgDAF12 agonist,hcDAF-12 act,GC-A act,SMARCA2 activ,DAX1 inh-1,GC-B act,DAX1 inh-2,sPLA2-III inh,ssDAF12 agonist,GAA850 FXN act,ADAM10 inh
COc1ccc(Cl)cc1NC(=O)C1CSC(c2ccncc2)=N1 (stereo not given),4.0,2.1,-7,-3,-0.8,-2,-0.3,-5,-0.7,-2.2,-2
CC(=O)Nc1ccc(C(=O)/C=C/c2ccco2)cc1,1.0,1.8,-3,-4,0.8,9,0.6,-4,-0.6,-4.4,6
O=C(O)CN1C(=O)COc2cc(S(=O)(=O)N3CCCC3)ccc21,-1.2,-0.3,1,-2,0.5,-2,5.8*,6,-1.2,-0.1,-19
C/C(=N\NC(=O)c1cccnc1)c1ccc(C)c([N+](=O)[O-])c1,-3.1,0.6,-5,3,-0.3,-4,0.5,2,-1.0,0.1,-1
Cc1ccc(NC(=S)NC(=O)C2CCC2)cc1C,14*,4.6,2,5,1.0,2,0.6,6,-0.2,3.8,-1
COc1cccc(CC2(CO)CCN(Cc3cn(C)nc3C)CC2)c1,3.1,0.4,0,-2,-0.2,3,-0.2,3,-0.6,-1.1,-7
CCOc1ccccc1-c1nc(-c2ccc(NC(=O)c3ccc(Br)o3)cc2)no1,4.2,-0.5,-9,5,0.7,-3,.,-6,-0.8,.,-7
COc1cc(NC(=O)CN2CCN(S(=O)(=O)c3ccc(C(C)C)cc3)CC2)cc(OC)c1,-1.0,-0.5,0,-1,0.8,-2,-0.2,-5,-1.0,-0.6,-6
CC(C)C(N)c1csc(Nc2ccc(C(F)(F)F)cn2)n1 (stereo not given),3.1,0.1,0,-2,-0.7,0,.,23*,-1.2,2.4,-7
N#Cc1ncc(-c2ccc3c(c2)OCCOCCOCCOCCOCCO3)nc1C#N,2.2,0.1,-1,-1,-0.1,5,-0.6,6,-0.7,-0.6,-3
CC(C)N1Cc2nnn(Cc3ccccc3)c2-c2ccccc2S1(=O)=O,0.2,-2.6,-5,7,-0.5,-4,.,5,-0.7,.,5
CC(=O)Nc1ccc(NC(=O)CC2(CC(=O)N3CCOCC3)CCCC2)cc1,1.7,-0.6,3,-2,1.7,-1,1.2,10,-0.9,1.0,-14
COc1cc(C2OC(=O)c3ccccc3S2)cc(OC)c1OC (stereo not given),-1.5,0.9,2,-1,-0.1,2,3.3,-4,-1.3,1.0,-5

# High-throughput results from PubChem BioAssay.
